Bioassay records (PubChem BioAssay)
NRP1-CendR mod = modulators of CendR peptide binding to human neuropilin-1; O14786; FAM-RPARPAR peptide binding to NRP-1, fluorescence polarization; inhibition, % at 25 µM; 360,000 tested, 0.85% active; AID 602438;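 active = inhibition or corrected inhibition above about 18%, plus a signal ratio from 0.5 to 1.5, limit read from the data, passing the limit was not always enough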; note: strong numbers were not always called active
PABP1 MLLE inh = blocks PAM2 peptide binding to the PABP1 MLLE domain | GST-MLLE / FITC-PAM2 fluorescence polarization | P11940 | AID 588489 | 360,000 tested, 0.36% active | inhibition, % at 20 µM; in the data active = inhibition above about 35%, passing the limit was not always enough;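 note: plate controls were DMSO wells with GST-MLLE for no effect and wells lacking GST-MLLE protein for full effect; some results filed as inactive read as strong as hits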
Tb MetRS inh = Trypanosoma brucei MetRS inhibition; 360,000 tested, 0.4% active; inhibition, % at 11.9 µM; purified T. brucei MetRS, ATP depletion, Kinase-Glo luminescence;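 active = inhibition above a per-plate cutoff of the control wells' mean inhibition plus 3 SD, cut at about 5.5% in these data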;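 note: 0% = DMSO wells median and 100% = median of wells with control inhibitor compound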
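Dosing: 11.9 µM single point; system: parasite MetRS enzyme; technique: luminescence of leftover ATP; times: 15 min enzyme-compound preincubation, 2 h reaction, 10 min detection, 25 °C; replicates: each compound tested once; read-out basis: percent inhibition relative to median high and low control wells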
E coli Lon inh = inhibits E. coli Lon protease; P0A9M0; purified E. coli Lon protease, fluorescence polarization; inhibition, % at 7.94 µM; 360,000 tested, 0.42% active; AID 602123; in the data active = inhibition above about 13%, passing the limit was not always enough;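 note: 0% = enzyme with probe and DMSO and 100% = no enzyme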
MsrA inhibitor = inhibitors of bovine MsrA | AID 651718 | purified bovine MsrA, absorbance read-out | inhibition, % at 15.5 µM | 360,000 tested, 0.75% active; in the data active = inhibition above about 4.5%;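 note: 0% = vehicle wells with enzyme and 100% = reference inhibitor wells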
MsrA act = activates bovine MsrA enzyme. purified bovine MsrA, absorbance read-out. activation, % at 10.6 µM. 360,000 tested, 0.3% active; in the data active = activation above about 7.5%;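 note: 0% = vehicle and 100% = reference activator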
MT1-MMP act inh = MT1-MMP (human) activation inhibition; P50281; 360,000 tested, 0.061% active; HT1080 RFP-PRO-GFP cells, GFP/RFP ratio fluorescence, overnight; percent of plate control window, DMSO zero; GFP/RFP ratio change, % at 20 µM;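 active = GFP/RFP ratio change of at least 30% with cell ATP level not reduced by more than half and red fluorescence within 50% of control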; note: strong numbers were not always called active
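system = RFP-PRO-GFP reporter HT1080 cells | dosing = 20 µM single dose, 1% DMSO | timing = overnight cell settling, then overnight compound exposure, 37 °C, 5% CO2 | read-out basis = GFP/RFP fluorescence ratio | controls = DMSO and RFP-L50D-GFP cell wells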
FAS TE block = inhibitors of human fatty acid synthase thioesterase domain; recombinant FAS-TE, OMFH fluorogenic substrate, fluorescence endpoint; inhibition, % at 15 µM; 360,000 tested, 0.67% active; AID 602261;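 active = compounds whose normalised, plate-corrected inhibition of enzyme fluorescence in the single-dose primary screen is 50% or more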;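 note: 0% = DMSO with enzyme and 100% = substrate without enzyme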
SKN-1 block = C. elegans SKN-1 inhibition | C. elegans VP596 Pgst-4::GFP/RFP ratio, acrylamide-induced, 24 h | inhibition, % at 21.8 µM | 360,000 tested, 0.49% active | AID 624304;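 active = interference check ratio from 0.5 to 1.5 plus GFP to RFP signal ratio inhibition reaching or exceeding a fixed threshold, cut at about 30% in these data, passing the limit was not always enough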; note: some compounds called inactive have numbers as strong as hits
Starred values were filed as active, the others as inactive; nt = no result given; & = joins results of further samples.

SMILES	NRP1-CendR mod	PABP1 MLLE inh	Tb MetRS inh	E coli Lon inh	MsrA inhibitor	MsrA act	MT1-MMP act inh	FAS TE block	SKN-1 block
COCC1CCN(C(=O)c2cc(COc3cc(C)c(Cl)c(C)c3)on2)C1 (stereo not given)	-6	5	0.1	2	-1.4	-3	0	12	8
CC(=Cc1ccccc1)C=C1SC(=S)N(CCCC(=O)Nc2ccc(C(=O)O)c(O)c2)C1=O	-104	-3	1.8	-10	-0.2	-5	1	32	18
C/C(=N\NC(=O)c1cccc(S(=O)(=O)N2CCOCC2)c1)c1ccc(OCC(=O)N(C)C)cc1	0	15	-0.1	-2	-0.8	-3	0	-11	11
Cc1nnc2c(NCCc3ccccc3)nc3ccccc3n12	-9	-3	0.1	-6	1.8	-2	18	0	31
O=C1Nc2ccc(F)cc2C12SCCS2	-4	11	-0.8	-5	nt	-3	-1	-5	0
CCC(C)Sc1cc(-c2nc3cc(C)ccn3c2NC2CCCCC2)ccc1OC (stereo not given)	-80&-67	-79	0.0&0.5	-18&-13	3.4&-0.5	-2&-4	-82&-7	23&28	16&16
Cc1ccc(CN(CC(=O)NCc2ccccn2)S(=O)(=O)c2ccccc2)cc1	2	-8	-0.4	-7	0.9	-9	-1	-7	-15
CSCCC(NC(=O)c1ccc(Cl)cc1)C(=O)OCC(=O)Nc1cc(Cl)ccc1C (stereo not given)	-20	7	0.7	5	-0.5	-2	-2	-2	7
C=CCn1c(SCC(=O)Nc2ccc(C(=O)O)cc2)nc2scc(-c3ccccc3)c2c1=O	-18	14	-0.4	-12	0.7	-10	-3	4	4
NNc1nc2c(-c3ccc(Cl)cc3)nnn2c2ccccc12	37	-95	-0.7	-19	-0.6	-11	-64	-4	-4
Cc1ccccc1NC(=S)Nc1ccccc1	6	14	-0.3	-12	-0.6	-3	4	-6	1
CCCCCNC(=O)c1ccc2c(=O)n(CC3CCCO3)c(=O)[nH]c2c1 (stereo not given)	5	10	-0.5	0	0.2	-8	3	-8	-20
CCn1ccnc1C(O)c1ccccc1OC (stereo not given)	-1	1	-0.5	-10	0.7	-2	1	-11	-1
COCC(C)NC(=O)c1cc2cccc([N+](=O)[O-])c2[nH]1 (stereo not given)	-3	-10	-1.3	-4	1.0	-8	5	-3	4
CCC12CC3CC(C1)CC(C(=O)O)(C3)C2	-1	19	0.4	-9	0.7	1	0	-3	3
CCOC(=O)C1CCN(C2CCN(C(=O)c3oc4c(F)cccc4c3C)CC2)CC1	-30	-26	-0.4	-22	-0.1	0	-2	-5	17
COCCn1c(C)cc(C(=O)CSc2nc(C)nc3sc4c(c23)CCC4)c1C	-4	5	-0.6	0	0.1	-8	6	20	12
Oc1ccc(-c2[nH]ncc2-c2nc3ccccc3s2)c(O)c1	-4	-1	1.1	-2	-0.4	-1	-1	-7	15
COc1ccc(C)cc1NC(=O)CN(C)C1CCCCC1	3	-6	0.4	-7	0.3	-3	5	0	1
COc1cc(-c2nnc(SCC(=O)NC3CCCC3)n2C)cc(OC)c1O	16	-6	-0.6	1	0.3	2	1	-2	-2

Molecules above containing fluorine:
SMILES	NRP1-CendR mod	PABP1 MLLE inh	Tb MetRS inh	E coli Lon inh	MsrA inhibitor	MsrA act	MT1-MMP act inh	FAS TE block	SKN-1 block
O=C1Nc2ccc(F)cc2C12SCCS2	-4	11	-0.8	-5	nt	-3	-1	-5	0
CCOC(=O)C1CCN(C2CCN(C(=O)c3oc4c(F)cccc4c3C)CC2)CC1	-30	-26	-0.4	-22	-0.1	0	-2	-5	17

Following part.
SMILES	NRP1-CendR mod	PABP1 MLLE inh	Tb MetRS inh	E coli Lon inh	MsrA inhibitor	MsrA act	MT1-MMP act inh	FAS TE block	SKN-1 block
O=C(OCC(=O)N1CCc2ccccc2C1)c1cccnc1Cl	-2	0	-0.1	-5	-1.4	1	3	10	-4
C[C@H](NC(=O)N1CCn2c1nc1ccccc12)C(=O)NCc1ccc2c(c1)OCO2	7	3	-0.7	1	-0.6	-5	8	-2	9
CC1(CN2CCCC2)CCC(NC(=O)C(c2ccccc2)c2ccccc2)C(C)(C)O1 (stereo not given)	-25	-43	0.0	-7	0.5	-2	3	-5	7
O=C1CC(C(=O)N(c2ccccc2)C(C(=O)NC2CCCC2)c2ccncc2)CS1 (stereo not given)	0	12	-1.3	9	0.7	-9	-1	0	4
O=C(CN1C(=O)C(=O)N(Cc2ccccc2)C1=O)Nc1cc(Cl)cc(Cl)c1	-2	14	-0.3	0	-0.1	-4	5	13	-7
Cc1c(S(=O)(=O)NC2CCCCCC2)c(=O)n(C)c(=O)n1C	-10	2	-0.4	-2	1.0	-4	0	-4	2
COc1ccccc1NC(=O)N1CCc2[nH]c3ccc(F)cc3c2C1	9	29	0.8	4	1.2	0	-1	-5	6
O=C(CSc1ncccn1)NCc1ccccc1Cl	-8	-8	0.2	-9	-0.9	2	1	-6	1
O=C(O)C1CN(c2nc(Cl)ccc2[N+](=O)[O-])C1	-5	6	0.0	-5	0.0	-4	2	-1	-13
O=C(CN1C(=O)COc2ccccc21)N(Cc1ccccc1)Cc1ccccn1	0	-4	-0.8	-5	1.2	3	-6	-1	-5
Cc1[nH]ccc(=O)c1Oc1ncc(C(F)(F)F)cc1Cl	4	5	0.4	0	0.5	-1	-2	-4	8
CC12COC3(C(=O)Nc4ccccc4F)CC1CCC32C (stereo not given)	-1	-12	-0.4	-2	1.3	-6	2	0	5
CC(C)C(NC(=O)c1c(F)cccc1F)C(=O)N1CCN(c2ccccc2F)CC1 (stereo not given)	0	-13	-1.5	1	2.2	-12	0	2	-4
CC(NS(=O)(=O)c1cccc(Cl)c1)C(=O)Nc1ccc(-c2nc3ccccc3s2)cc1 (stereo not given)	-1	-10	-1.0	2	0.3	0	14	24	22
Cc1cc(-c2nnc(CCC(=O)NCc3cc(F)cc(C(F)(F)F)c3)o2)no1	2	1	-0.2	-2	0.9	-6	1	-6	11
COc1ccc(C(=O)NCc2nnc(SCC(=O)N3CCOCC3)o2)cc1	12	-20	-1.1	-9	-1.3	-3	-4	-7	3
O=C(NCCN1CCOCC1)C(=O)NCc1ccco1	-7	11	-0.5	-6	-1.0	-9	-1	10	-3
CC(=O)c1cccc(OCc2cc(C(=O)N(C)Cc3ccc(C)o3)no2)c1	-1	11	-0.3	5	-0.1	-7	1	0	3
Nc1cccc(Nc2ncnc3ccccc23)c1	-7	-7	-0.9	-14	1.4	-3	1	-4	10
CCOC(=O)c1nnc(-c2cccs2)nc1Oc1ccccc1C(=O)OC	1	2	-1.0	-16	2.9	-5	4	-6	-13
CCn1cc(/C=N/NC(=O)c2ccc3c(c2)OCO3)c(C)n1	-3	12	-1.4	-2	1.6	-13	13	-11	-12
O=C(c1ccc(COc2ccc(Cl)cc2Cl)o1)N1CCCC1	6	1	4.7	12	-0.4	-5	2	8	8
COc1cccc(Oc2ccc(S(=O)(=O)N3CCOCC3)cc2[N+](=O)[O-])c1	8	1	-0.1	-4	0.6	-4	6	12	20
C=C(C)C(=O)NNc1ccccc1	-3	-26	0.0	-2	0.4	-2	3	-3	2
COc1ccc(NC(=O)CC23CC4CC(C2)CC(n2nnc(C)n2)(C4)C3)cc1	-8	-9	-0.4	-2	-0.8	-2	1	2	15
O=C(COC(=O)c1cccc(C(=O)OCC(=O)c2ccc(Br)cc2)n1)c1ccc(Br)cc1	0	8	-0.7	-5	-0.4	-10	-6	-5	-7
O=C(O)COc1ccccc1/C=N/NC(=O)CSc1nnc(SCc2ccc(Cl)cc2)s1	-15	-15	-0.3	-5	0.1	-2	-4	-2	-2
CC(O)Cn1cnc2c1c(=O)n(C)c(=O)n2C (stereo not given)	-4	7	-0.2	-1	1.9	-2	2	-1	6
CCCS(=O)(=O)NC(=O)C1(C)CCN1C(=O)Cc1ccc(-c2ccccc2)cc1 (stereo not given)	-1	0	-0.3	6	0.4	-2	2	-10	2
Cn1c(=O)c2c(ncn2CC(=O)OCC(=O)NC2CCCc3ccccc32)n(C)c1=O (stereo not given)	7	3	-1.2	1	-0.1	-5	-2	-5	0
Clc1ccc(-n2nnnc2SCc2cn3ccccc3n2)cc1	-2	-85	0.0	-2	-0.2	0	-3	-5	-6
C=CCOC(=O)Nc1nc(CCNC(=O)OC(C)(C)C)c(C(=O)O)s1	11	nt	-0.2	nt	0.7	nt	8	nt	3
CCCN(Cc1nnc(-c2ccccc2Cl)o1)C(=O)c1cc2ccccc2o1	-12	7	-0.5	-5	1.0	-2	0	18	26
CCOc1ccc(NC(=O)NNC(=O)c2ccc(CC)s2)cc1	2	-6	0.0	-10	-0.1	-5	-5	-9	-4
COC(=O)CSc1nccc(-c2cccs2)n1	10	-8	-0.3	-4	2.0	-4	5	0	2
CCN(CC(=O)NCc1ccccn1)S(=O)(=O)c1ccc(Cl)cc1	-7	11	1.1	-6	-0.1	-8	-1	-2	-23
CCOC(=O)C1=C(C)N(C[C@@H]2CC[C@@H](Cc3ccc(-c4ccccc4)cc3)O2)C(=O)NC1c1ccc(-c2ccccc2)cc1 (stereo not given in full)	-4	0	-0.1	-5	1.4	-2	-7	12	9
CC(/C=N/n1cnnc1)=C\c1ccco1	-13	2	-1.7	1	3.1	-11	-7	-7	-18
Cc1ccc(S(=O)(=O)CCC(=O)OCC(=O)N2CCN(S(=O)(=O)c3ccccc3)CC2)cc1	12	-10	-0.2	-1	-0.7	-1	2	-4	-3
O=CN/C=C/c1cc(O)ccc1O	-11	33	1.6	-49	1.9	-3	-1	3	3
CN(C)c1cccc(C(=O)n2cc(C(=O)c3cc(F)ccc3O)cn2)c1	-27	14	-1.2	-4	0.9	-5	-6	14	1
O=C(NC(Cc1ccccc1)C(=O)O)/C(=C/c1ccccc1)NC(=O)c1ccc(Br)o1 (stereo not given)	0	3	0.0	6	0.7	-3	4	-2	1
CCOc1ccc(S(=O)(=O)NN=C2CCN(C(C)=O)CC2)cc1	10	-16	0.4	0	-0.3	-4	-3	-10	-13
CCc1noc(C)c1C(=O)Nc1nc2c(F)cc(F)cc2s1	1	-1	-0.3	-4	-0.1	-5	-3	-4	-7
Cc1ccc(-c2nc3ccccc3c(=O)n2-c2c(C)n(C)n(-c3ccccc3)c2=O)cc1	1	11	-0.8	5	0.7	-7	2	-7	-7
Cc1cc(Cl)c(S(=O)(=O)Nc2ccon2)cc1OCC(=O)NC1CCCCC1	-3	-5	-0.1	-7	-1.1	0	-4	0	-17
CCc1nnc(NC(=O)CCC(=O)NCC2CCCO2)s1 (stereo not given)	1	4	-1.1	-6	0.4	-8	1	-5	-1
CCN(CC)c1ccc(/C=N\NC(N)=O)cc1	6	-16	-0.3	12	3.0	-4	0	-6	4
CC(C)CC(=O)Nc1cccc(NC(=O)c2ccccc2Cl)c1	0	-2	-0.1	1	-1.0	-1	4	-14	8
CSc1ccc(CN2CCCN(C)CC2)cc1	0	-9	-0.6	-7	0.5	-2	-2	-4	6

Three records picked at random from the list so far:
SMILES	NRP1-CendR mod	PABP1 MLLE inh	Tb MetRS inh	E coli Lon inh	MsrA inhibitor	MsrA act	MT1-MMP act inh	FAS TE block	SKN-1 block
C=CCOC(=O)Nc1nc(CCNC(=O)OC(C)(C)C)c(C(=O)O)s1	11	nt	-0.2	nt	0.7	nt	8	nt	3
Nc1cccc(Nc2ncnc3ccccc23)c1	-7	-7	-0.9	-14	1.4	-3	1	-4	10
C=C(C)C(=O)NNc1ccccc1	-3	-26	0.0	-2	0.4	-2	3	-3	2
